TEAD-YAP inh = TEAD-YAP interaction inhibition. HEK-TIYL cells, TEAD-Gal4/YAP UAS-luciferase luminescence. inhibition, % at 9.12 µM. 1.4% of 640,000 active; in the data active = inhibition above about 32%;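 note: 0% = median of test compound wells and 100% = reference inhibitor wells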
MITF primary = inhibitors of human MITF; inhibition, % at 2.6 µM; AlphaScreen MITF homodimerization, bead proximity signal; 0.91% of 650,000 active; O75030; in the data active = inhibition above about 50%;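 note: 0% = vehicle wells with protein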
FBW7 activator = activators of human E3 ligase FBW7. AlphaScreen FBW7–phospho-cyclin E peptide binding, activator screen. 0.13% of 650,000 active. normalized activity (activation), % at 26.1 µM. Q969H0; in the data active = normalized activity above about 1.9%;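 note: purified mutant Fbw7 with reduced substrate affinity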
Target sequence (Q969H0 whole entry, looked up): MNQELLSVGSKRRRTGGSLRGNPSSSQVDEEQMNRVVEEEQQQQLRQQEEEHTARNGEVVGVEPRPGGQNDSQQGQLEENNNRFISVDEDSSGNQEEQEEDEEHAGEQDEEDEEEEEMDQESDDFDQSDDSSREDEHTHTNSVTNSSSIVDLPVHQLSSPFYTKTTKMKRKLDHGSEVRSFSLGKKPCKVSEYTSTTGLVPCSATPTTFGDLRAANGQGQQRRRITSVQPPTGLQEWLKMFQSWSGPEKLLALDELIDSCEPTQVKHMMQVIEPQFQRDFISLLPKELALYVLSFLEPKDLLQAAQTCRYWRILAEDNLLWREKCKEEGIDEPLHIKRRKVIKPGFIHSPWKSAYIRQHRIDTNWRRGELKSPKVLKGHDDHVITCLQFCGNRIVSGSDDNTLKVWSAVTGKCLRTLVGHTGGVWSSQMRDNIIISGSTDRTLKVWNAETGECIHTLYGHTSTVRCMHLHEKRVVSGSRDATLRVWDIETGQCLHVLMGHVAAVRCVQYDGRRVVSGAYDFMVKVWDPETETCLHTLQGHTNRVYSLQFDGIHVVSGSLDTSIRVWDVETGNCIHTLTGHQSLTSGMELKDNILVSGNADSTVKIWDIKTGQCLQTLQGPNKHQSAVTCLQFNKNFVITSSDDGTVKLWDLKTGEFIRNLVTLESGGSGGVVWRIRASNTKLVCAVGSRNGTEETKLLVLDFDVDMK
GPR151 ag = activators of human GPR151; 1% of 650,000 active; activation, % at 11.2 µM; PathHunter beta-arrestin GPR151 cells, luminescence; AID 1508602; in the data active = activation above about 4.9%;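 note: 0% = median of compound wells and 100% = cells with positive control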
* = called active by the depositor.

SMILES	TEAD-YAP inh	MITF primary	FBW7 activator	GPR151 ag
CC(=O)c1ccc(NC(=S)NCCc2ccccn2)cc1	-19	-6	-0.2	-1.7
CCOc1ccc2nc3cccc(OC)c3nc2c1	-10	0	0.1	1.3
COc1cccc(N2CCN(C(=O)C(c3ccccc3)N3Cc4ccccc4C3=O)CC2)c1 (stereo unspecified)	7	-11	0.0	1.0
O=C1[C@H]2CN(Cc3nc(-c4ccc(F)cc4)cs3)CCN2C(=O)[C@H]2CCCN12	2	-8	0.2	-0.9
CC(C)(C)CN1CCc2nnc(CCc3ccccc3)n2CC1	-5	6	0.0	1.7
COc1cc(NS(=O)(=O)c2ccc(NC(=O)C(c3ccccc3)c3ccccc3)cc2)nc(OC)n1	-2	-4	0.1	-1.1
O=C(NC1CCCC1)c1cc(COc2ccc(F)cc2Cl)on1	-2	-1	0.3	1.7
COc1ccc(-c2cnc3ccc(NCc4ccccn4)nn23)cc1	45*	-8	1.5	-0.7
Cc1ccc2c(c1)N(CCC(=O)NCCCN1CCCC1=O)C(=O)CO2	1	-13	-0.1	-0.6
O=C(Nc1ccc(N2CCOCC2)cc1)c1cnc(-c2csc3ccccc23)s1	-6	-8	-0.3	-0.8
COC(=O)c1c(NC(=O)COc2ccc(C(C)(C)C)cc2)sc2c1CCC2	-4	2	-0.1	-1.1
O=C(NC1CCCC1)C1CCN(C(=O)c2sccc2-n2cccc2)CC1	-5	2	0.9	0.5
CCCCCOc1ccc(C(=O)Nc2nnc(CC)s2)cc1	-22	-4	0.0	-0.2
CC(C)=CC(=O)Nc1nc2ccc(C)cc2s1	-72	-5	0.0	-1.6
Cc1nn(C)c(C)c1S(=O)(=O)N1CCC(C(=O)N2CCc3ccccc32)CC1	-3	-8	-0.3	0.1
O=C(Cn1c(=O)oc2cc(Cl)ccc21)NCc1cccs1	-14	0	-0.1	1.3
CC(=O)N1CCc2cc(N=Cc3cc([N+](=O)[O-])ccc3O)ccc21	6	-4	0.1	-1.2
CC1=C(C#N)C(NC(=O)CCc2ccccc2)(C(F)(F)F)C(=O)N1 (stereo unspecified)	-3	-8	0.1	-0.4
CCN(CC1CCCO1)C(=O)CC1(c2ccccc2C)CC(=O)N(CC)C1=O (stereo unspecified)	-1	7	0.1	0.4
COc1ccc(C2(O)CSC3=C(C#N)C(c4cccc(OC)c4OC)CC(=O)N32)cc1 (stereo unspecified)	-11	10	0.8	-2.2
Cc1ccc(C)c(-c2csc(Nc3ccc(C)c(C)c3)n2)c1	-41	5	-0.3	-0.4
Cc1ccc(/C=C/C(=O)Nc2ccc(S(=O)(=O)Nc3cc(C)nc(C)n3)cc2)cc1	-3	13	0.1	0.2
Cc1csc2nc(-c3ccc(NC(=O)c4ccc(Br)o4)cc3)cn12	14	0	-0.1	0.4
COc1ccc(N(CC(=O)NC(C)(C)C)S(C)(=O)=O)cc1OC	-6	0	0.0	-1.0
CCOC(=O)c1ccc(NC(=O)CCN2N=C(c3ccccc3)CCC2=O)cc1	12	1	-0.1	0.0
O=C(O)c1cc(S(=O)(=O)NCCCN2CCCC2=O)ccc1Cl	-2	5	0.1	0.4
CC(O)(COc1ccccc1)c1ccc2c(c1)CN(Cc1cccnc1)CCO2 (stereo unspecified)	2	7	0.2	-1.2
COc1ccc(C)cc1NCc1nnc2n1CCCCC2	4	4	0.1	-0.8
CCn1c(SCC(=O)NC(C)(C)C)nc2c1c(=O)n(C)c(=O)n2C	8	16	0.3	-0.6
COc1cc(C=O)ccc1Oc1cnccn1	2	16	0.5	-0.7
Cc1ccc(C2=NNC(=O)C2)c(C)c1	1	7	0.0	0.4
CCC(C)Sc1nnc(CNC(=O)c2ccc(OC)cc2)n1CC (stereo unspecified)	-6	1	0.0	2.8
Cc1cc(C)c2c(c1)sc(=NC(=O)c1ccc(N3C(=O)CCC3=O)cc1)n2C	10	2	0.0	-0.9
O=C(c1ccc(F)cc1)N1CCCCCC1Cl (stereo unspecified)	22	-5	0.0	-0.6
Cc1cc(C)cc(NC(=O)CSc2nc(C)cc(=O)[nH]2)c1	5	4	-0.1	-1.1
COc1ccccc1Nc1c(-c2ccc(C)c(C)c2)c(=O)c1=O	-10	16	0.6	0.3

Reformatted as comma-separated lines: part of the list above
molecule,TEAD-YAP inh,MITF primary,FBW7 activator,GPR151 ag
COc1cc(C=O)ccc1Oc1cnccn1,2,16,0.5,-0.7
Cc1ccc(C2=NNC(=O)C2)c(C)c1,1,7,0.0,0.4
CCC(C)Sc1nnc(CNC(=O)c2ccc(OC)cc2)n1CC (stereo unspecified),-6,1,0.0,2.8
Cc1cc(C)c2c(c1)sc(=NC(=O)c1ccc(N3C(=O)CCC3=O)cc1)n2C,10,2,0.0,-0.9
O=C(c1ccc(F)cc1)N1CCCCCC1Cl (stereo unspecified),22,-5,0.0,-0.6

(list continues)
SMILES	TEAD-YAP inh	MITF primary	FBW7 activator	GPR151 ag
COc1ccc(OC)c(NC(=S)NC(=O)c2ccco2)c1	-7	7	0.0	-0.5
CCOc1ccc(-c2[nH]nc3c2C(c2ccc(OCC)c(OCC)c2)C(C#N)=C(N)O3)cc1OC (stereo unspecified)	11	9	-0.1	0.0
OCc1ccccc1-c1cnc2c(Nc3ccc(Oc4ccccc4)cc3)nccn12	1	2	0.0	-0.4
O=C(Nc1sc2c(c1C(=O)Nc1ccccc1Cl)CCC2)c1ccccc1F	6	2	0.0	0.3
Cn1cnnc1SCC(=O)c1ccc(O)c(O)c1	6	19	-0.3	-0.6
CCOc1ccc(NC(=O)c2ccc(N3CC4CC(C3)c3cccc(=O)n3C4)c(NC(=O)c3cc(OC)ccc3Br)c2)cc1 (stereo unspecified)	-8	-2	0.1	-0.5
CCN1C(=O)CC(C(=O)Nc2ccc(OC)cc2)SC1=Nc1ccc(C)c(C)c1 (stereo unspecified)	1	-4	0.0	0.2
CC1CCN(C(=O)Cn2c3ccccc3c(=O)c3ccccc32)CC1	14	-5	-0.1	0.3
Cc1cc(C(=O)COC(=O)Cn2cnnn2)c(C)n1C1CC1	1	3	-0.1	-1.0
Cc1cc2cc(CNC(=O)CC(C)(C)C)ccc2[nH]1	-12	-5	0.0	3.2
C[C@@H]1CN(Cc2ccco2)CCN1C(=O)c1cnccn1	-3	-20	0.0	-0.6
COC(=O)CNC(=O)c1ccc(OC)cc1OC	0	22	0.4	-1.8

Grouped by structure, the compounds so far with a thiophene ring, fused or not.
SMILES	TEAD-YAP inh	MITF primary	FBW7 activator	GPR151 ag
O=C(Nc1ccc(N2CCOCC2)cc1)c1cnc(-c2csc3ccccc23)s1	-6	-8	-0.3	-0.8
COC(=O)c1c(NC(=O)COc2ccc(C(C)(C)C)cc2)sc2c1CCC2	-4	2	-0.1	-1.1
O=C(NC1CCCC1)C1CCN(C(=O)c2sccc2-n2cccc2)CC1	-5	2	0.9	0.5
O=C(Cn1c(=O)oc2cc(Cl)ccc21)NCc1cccs1	-14	0	-0.1	1.3
O=C(Nc1sc2c(c1C(=O)Nc1ccccc1Cl)CCC2)c1ccccc1F	6	2	0.0	0.3

(next part)
SMILES	TEAD-YAP inh	MITF primary	FBW7 activator	GPR151 ag
CCOC(=O)c1c(NC(=O)COC(=O)c2ccc(O)cc2)sc(C(=O)N(C)C)c1C	4	-8	-0.1	0.4
CSc1s[nH]c(=O)c1C#N	1	7	-0.1	-1.1
O=C(OCCOc1cccc(Br)c1)c1ccc2c(c1)OCO2	-12	0	0.1	0.0
COc1ccc(CNc2ccc(C(=O)N3CCN(Cc4ccccc4)CC3)cc2S(=O)(=O)Nc2cccc(OC)c2)cc1	9	0	-0.2	0.5
Cn1cccc1CC(=O)N/N=C\c1ccccc1C(F)(F)F	10	13	0.1	-0.2
COc1cccc(-c2n[nH]c3c2C(c2ccccc2)NC3=O)c1 (stereo unspecified)	9	-4	0.0	0.4
O=C(CSc1ccc(Cl)cc1)N1CCCC1	-19	17	0.1	0.3
Cc1cc(C)c(NC(=O)CSc2nc3c(c(-c4ccco4)c2C#N)CCCC3)c(C)c1	0	20	0.5	-0.5
CC(NC1CCN(c2ccc(C(=O)N3CCc4ccccc4C3)cc2)CC1)c1n[nH]c(=O)[nH]1 (stereo unspecified)	3	25	0.7	-0.2
O=C(N(c1ccc(Cl)cc1)C1C=CS(=O)(=O)C1)C12CC3CC(CC(C3)C1)C2 (stereo unspecified)	1	7	0.2	3.0
O=C(Nc1ccc(F)cc1)Nc1cccc2ccccc12	-2	4	0.1	0.9
COc1ccc(N2CC(O)Cn3c2nc2c3c(=O)[nH]c(=O)n2C)cc1 (stereo unspecified)	5	24	0.1	-1.6

Compound profiles, as listed above. Screens in order: TEAD-YAP inh | MITF primary | FBW7 activator | GPR151 ag
CCOC(=O)c1c(NC(=O)COC(=O)c2ccc(O)cc2)sc(C(=O)N(C)C)c1C across the screens: 4 | -8 | -0.1 | 0.4
O=C(N(c1ccc(Cl)cc1)C1C=CS(=O)(=O)C1)C12CC3CC(CC(C3)C1)C2 (stereo unspecified) across the screens: 1 | 7 | 0.2 | 3.0
CC(NC1CCN(c2ccc(C(=O)N3CCc4ccccc4C3)cc2)CC1)c1n[nH]c(=O)[nH]1 (stereo unspecified) across the screens: 3 | 25 | 0.7 | -0.2
Cn1cccc1CC(=O)N/N=C\c1ccccc1C(F)(F)F across the screens: 10 | 13 | 0.1 | -0.2
O=C(OCCOc1cccc(Br)c1)c1ccc2c(c1)OCO2 across the screens: -12 | 0 | 0.1 | 0.0

Further entries follow:
SMILES	TEAD-YAP inh	MITF primary	FBW7 activator	GPR151 ag
Cc1cc(-c2csc(N)n2)c(C)s1	-7	3	0.1	-0.1
COc1ccc(CNC(=O)C(OC(=O)c2cccs2)C(C)C)cc1 (stereo unspecified)	2	16	0.1	-1.2
COc1cc(/C=N/NC(=O)CCC(=O)Nc2cccc(C)c2)cc(OC)c1OC	-2	4	0.2	-0.2
CCN(CC)c1ccc(C=Nc2ccc(C(C)=O)cc2)c(O)c1	-1	-1	-0.2	-0.9
O=c1c(S(=O)(=O)c2ccccc2)c[nH]c2cc(F)c(F)cc12	0	5	0.0	1.5
CC(=O)Nc1ccc(OCC(O)C[n+]2cccc(C(=O)O)c2)cc1 (stereo unspecified)	-3	-2	-0.3	-0.8
CC(C)N(C(=O)Cc1c(O)c2ccccc2[nH]c1=O)C(C)C	2	2	0.0	-0.1
COc1cc(C2C3=C(CCCC3=O)NC3=C2C(=O)CCC3)ccc1OCc1ccc(Cl)cc1	15	-14	0.1	1.2
CC(=O)CCC(=O)N1CCOc2ccc(CN3CCN(Cc4ccccn4)CC3)cc2C1	6	-10	0.0	-0.7
O=C(NNC(=O)C1CCN(c2ncccn2)CC1)c1ccc(F)cc1	-2	2	-0.1	0.9
CCc1ccc2oc(-c3cc(NC(=O)c4ccc(OC)cc4)ccc3O)nc2c1	-5	0	0.1	0.1
COc1cccc(C2=N/C(=C\c3ccccc3OC)C(=O)N2c2cccc(Cl)c2C)c1	5	14	0.4	-0.2
CC(C)C(C)NC(=O)CSc1nnc(-c2ccc3c(c2)OCO3)o1 (stereo unspecified)	0	16	0.5	-0.6
COc1ccc(C(=O)Nc2ccccc2C(=O)NCCCCO)cc1OC	4	11	-0.3	-0.6
Cc1ccc(-c2nnc(Nc3cccc(Cl)c3)c3ccccc23)cc1S(=O)(=O)NC(C)(C)C	-1	-2	-0.1	0.3
O=C(Nc1c(Cl)cccc1Cl)c1cc(C2CC2)on1	-13	-10	-0.1	-1.1
Cc1cccc(NC(=O)c2sc(N)nc2-c2ccc([N+](=O)[O-])cc2)c1	1	1	0.1	0.1
O=c1oc2ccc(Cl)cc2cc1-c1nnc(Nc2ccc(Oc3ccccc3)cc2)s1	0	-13	-0.1	1.0
COc1ccc2noc3c2c1C(=O)c1ccccc1-3	5	22	-0.2	1.4
CCn1c(SCC(=O)Nc2ccc(Cl)c(Cl)c2)nc2c(c1=O)SCC2	-8	13	0.9	2.1
COc1ccc(CCN2CCc3nc4cccnc4cc3C2)cc1	-7	-1	0.3	0.3

High-throughput results: PubChem BioAssay, The Scripps Research Institute Molecular Screening Center

This is a random part of the collection; 3.4% or so of the library scored in one or more.
